Bioassay records (PubChem)
rCAG binder: molecules binding r(CAG) RNA repeats | r(CAG) RNA repeat, TO-PRO-1 dye displacement fluorescence | inhibition, % at 3 µM | hit rate 1.3% among 370,000;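 active means inhibition above the plate cutoff, the mean of all test compounds on that plate plus 3 SD, cut at about 35% in these data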;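 further: 0% = DMSO alone and 100% = 100 µM mitoxantrone as full dye displacement; higher means more dye released from RNA so lower well fluorescence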
UHRF1 MBD2 ctr: human UHRF1 methylated DNA binding inhibitors. Q96T88. UHRF1 binding to methylated oligo, TR-FRET. inhibition, % at 4.4 µM. hit rate 0.75% among 370,000; in the data active means inhibition above about 21%;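 further: UHRF1 SRA domain binding a hemimethylated CpG hairpin DNA probe; 0% = median of test compound wells and 100% = reference inhibitor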
NPR1 activator: GC-A (human) enzyme activation; HEK293 GC-A cells, cGMP TR-FRET, EC30 ANP; 0% at EC30 ANP, 100% saturating ANP; activation, % at 10 µM; hit rate 0.14% among 370,000; AID 1671463; in the data active means activation above about 40%
PRMT1 FP inh: PRMT1 (human) inhibition, primary screen | Q99873 | recombinant PRMT1, activity-based probe fluorescence polarization | inhibition, % at 2.79 µM | hit rate 1.3% among 370,000;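 active means inhibition above about 21% made by adding two undisclosed values, limit read from the data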
MBD2 DNA inh: blocks human MBD2 binding to methylated DNA; Q9UBB5; TR-FRET, MBD2 binding to methylated oligonucleotide; inhibition, % at 4.4 µM; hit rate 0.31% among 370,000; AID 686964; in the data active means inhibition above about 13%
Target sequence (Q9UBB5 whole entry, looked up): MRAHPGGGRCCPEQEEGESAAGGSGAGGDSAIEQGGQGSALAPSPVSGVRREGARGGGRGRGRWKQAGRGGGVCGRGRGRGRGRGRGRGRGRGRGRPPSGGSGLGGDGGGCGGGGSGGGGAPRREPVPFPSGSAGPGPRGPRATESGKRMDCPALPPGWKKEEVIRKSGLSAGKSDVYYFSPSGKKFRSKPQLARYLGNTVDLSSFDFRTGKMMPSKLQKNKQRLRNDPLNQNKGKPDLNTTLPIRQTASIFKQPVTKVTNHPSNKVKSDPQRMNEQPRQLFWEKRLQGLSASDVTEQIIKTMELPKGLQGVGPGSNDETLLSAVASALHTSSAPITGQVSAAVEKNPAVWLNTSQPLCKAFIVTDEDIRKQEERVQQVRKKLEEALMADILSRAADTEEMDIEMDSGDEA
TCR-CD3 inh: inhibitors of human TCR-CD3 interaction | inhibition, % at 9.4 µM | TAMRA-labeled TCR probe fluorescence, biochemical | AID 651800 | hit rate 0.37% among 360,000; in the data active means inhibition above about 19%;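 further: recombinant mutant TCR 2C K166C tagged with TAMRA read by polarization; 0% = receptor in buffer alone and 100% = receptor with positive control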
mABHD4 FP: inhibits mouse alpha/beta hydrolase domain 4 | purified mABHD4, FP-Rh probe fluorescence polarization | inhibition, % at 8.92 µM | hit rate 0.54% among 370,000;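 active means inhibition exceeding the mean over every tested compound plus 3 SD, cut at about 30% in these data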;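 further: 0% = plate median of compound wells and 100% = S159A mutant with DMSO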
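assay system = mABHD4 protein | compound dosing = single nominal dose of 8.92 µM, 0.89% DMSO final | read-out basis = percent inhibition of probe binding, normalized to plate controls | schedule = Enzyme–compound pre-incubation 45 min, then probe 60 min, both 25 °C | detection = fluorescence polarization, excitation 525 nm, emission 598 nm, BODIPY TMR filters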
GC-B act: GC-B (human) receptor activation; HEK293-GC-B cells, CNP EC30, cGMP TR-FRET; 0% at EC30 CNP, 100% saturating CNP; activation, % at 10 µM; P20594; hit rate 0.11% among 370,000;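 active means activation at 10 µM reaching about 35% in either raw or pattern-adjusted values, limit read from the data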
SIAE primary: blocks human sialic acid acetylesterase | Q9HAT2 | SIAE FP-Rh probe binding, fluorescence polarization | inhibition, % at 9.66 µM | hit rate 0.69% among 370,000;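 active means inhibition above a cutoff: mean of compounds within the control limits plus 3 SD of those, cut at about 17% in these data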;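 further: 0% = plate median of compound wells and 100% = probe without SIAE protein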
HTRA1 inh: inhibitors of human serine peptidase HTRA1. Q92743. recombinant HTRA1, FP-rhodamine activity-based probe, fluorescence polarization. inhibition, % at 5.96 µM. hit rate 0.5% among 340,000. AID 504803; in the data active means inhibition above about 36%;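 further: 0% = enzyme with DMSO and 100% = wells lacking enzyme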
Target sequence (Q92743 whole entry, looked up): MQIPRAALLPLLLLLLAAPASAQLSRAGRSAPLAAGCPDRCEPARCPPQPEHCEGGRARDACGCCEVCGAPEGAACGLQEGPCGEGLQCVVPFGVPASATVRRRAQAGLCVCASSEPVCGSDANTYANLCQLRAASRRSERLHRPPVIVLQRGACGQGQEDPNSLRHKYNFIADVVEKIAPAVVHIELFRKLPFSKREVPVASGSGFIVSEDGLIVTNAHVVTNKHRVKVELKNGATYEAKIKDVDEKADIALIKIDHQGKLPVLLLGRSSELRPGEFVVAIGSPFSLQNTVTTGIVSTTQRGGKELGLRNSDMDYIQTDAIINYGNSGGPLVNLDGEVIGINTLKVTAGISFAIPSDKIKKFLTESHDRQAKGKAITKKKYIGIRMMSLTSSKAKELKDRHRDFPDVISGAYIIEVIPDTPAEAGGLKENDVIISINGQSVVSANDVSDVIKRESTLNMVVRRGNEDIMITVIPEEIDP
* marks the source's active call; other numbers are inactive results; . = no result given. The list is partial. The share of hits here may be higher or lower than overall.

SMILES	rCAG binder	UHRF1 MBD2 ctr	NPR1 activator	PRMT1 FP inh	MBD2 DNA inh	TCR-CD3 inh	mABHD4 FP	GC-B act	SIAE primary	HTRA1 inh
CCOC(=O)Cn1cnc2scc(-c3ccc(C)cc3)c2c1=O	-2	1	5	-1	-5	4	-6	1	-2	-3
CCN(c1ccccc1)S(=O)(=O)c1ccc(Oc2ccc(C(C)=O)cc2OC)nc1	0	4	-4	-3	0	7	-4	-1	2	-15
Nc1ccc2nc(-c3ccccc3)cnc2c1	-31	-11	13	31*	-6	-4	13	0	-2	19
CCN1CCN(C(C(=O)NC2CCCCC2)C2CC2)CC1 (stereo not given)	1	-2	-3	2	0	-6	10	2	6	.
COc1cc(C(=O)NCCCN(C)C)ccc1OCC(=O)Nc1cccc(C(F)(F)F)c1	-3	1	-1	4	-2	-5	-2	4	-7	.
C=CCOC(=O)C1=C[C@H](C(C)(C)C)[C@@H](CCCO)[C@H](OCC)O1	-9	-3	-1	0	1	1	-3	-2	7	-4
CCn1c2ccccc2c2cc(NC(=O)COC(=O)c3cc(F)ccc3F)ccc21	2	2	-2	0	-4	.	2	-5	0	.
CNC(=O)CS(=O)CC(=O)Nc1cc(OC(C)C)c(Cl)cc1Cl (stereo not given)	-2	-2	-2	-1	-7	6	3	-2	-5	8
CC(C)(O)C#Cc1ccc(C(=O)N2CCN(c3ccc([N+](=O)[O-])cc3)CC2)cc1	1	2	0	0	-6	-4	8	2	-2	-8
COc1ccc(CCNC(=O)c2c(C)cc(=O)oc2C)cc1OC	-1	-3	-2	-2	-8	-5	6	2	12	2
C=CCn1c(CNC(=O)c2cccs2)nnc1SCc1ccc(Cl)cc1Cl	-7	-4	-3	-2	-4	0	-1	-7	6	-12
Cc1cc(N2C(=O)C3C4C=CC(C4)C3C2=O)ccc1Br (stereo not given)	0	1	3	-1	-2	2	3	-1	-1	-5
O=C1/C(=C/c2cccnc2)CCc2c1[nH]c1ccccc21	2	-4	1	-1	-2	6	-5	1	5	-19
Cc1ccccc1OCC(=O)OCC(=O)NCc1ccco1	-1	-3	1	0	-5	3	-2	1	0	4
CCCCCCNC(=O)C(=O)NCCc1ccc(Cl)cc1	-3	0	0	-3	-1	1	2	-5	0	-6
O=C(CCN1C(=O)/C(=C/c2ccccc2Cl)SC1=S)NCCc1ccc(O)cc1	7	3	0	2	-1	-2	-14	-7	-6	-7
COc1ccc(N/N=C(\C#N)C(=O)NCCc2ccc(OC)c(OC)c2)cc1	-2	-1	5	2	-4	-2	0	2	3	-6
NS(=O)(=O)c1ccc(CCNc2ncnc3c2c(-c2ccccc2)cn3-c2ccc(F)cc2)cc1	8	1	-2	-2	2	5	-30	-4	-4	-33
CCC(C)Sc1ccc([C@@H]2[C@@H]3C(=O)N(CC)C(=O)[C@@H]3[C@]3(C(=O)OC)CCCCN23)cc1OC (stereo not given in full)	2	1	2	1	-1	-4	-17	2	1	-8
O=C(COC(=O)c1cc(Br)ccc1Cl)NC1CCCC1	-7	0	-2	5	-1	-4	-2	1	-1	-7
COCCN1Cc2cccc(C(=O)NCc3cccnc3)c2C1=O	3	0	-2	-4	2	3	-2	1	-4	0
O=C(NCc1ccco1)C(c1cccnc1)N(C(=O)Cn1nnc2ccccc21)c1ccc(F)cc1 (stereo not given)	-7	1	-2	1	-3	-7	4	2	-2	2
CN1CCN(c2ccc(Cl)cc2NC(=O)CC2OC(=O)c3ccccc32)CC1 (stereo not given)	-5	-3	-8	-3	1	2	6	-10	9	0
O=C1CCCCC1Nc1ccc(Br)cc1 (stereo not given)	1	21*	0	3	13*	7	6	-2	6	0
Cc1ccc(-c2nc3c(c(SCC(=O)N4CCOCC4)n2)Cc2c(CO)cnc(C)c2O3)cc1	32	6	-3	8	3	4	1	-1	-13	-15
CCNC(=O)C1(C)CCCN1C(=O)c1cc(C)on1 (stereo not given)	0	1	1	2	1	-2	-2	2	-7	.
C/C(Cn1cnc([N+](=O)[O-])n1)=N\NC(=O)c1ccc(Br)cc1	1	-6	4	3	-4	11	1	0	2	0
COc1ccc(CCNC(=O)Nc2cccs2)c(OC)c1	13	1	-4	23*	7	1	-15	2	-1	-5
O=[N+]([O-])c1ccc(NCCCNS(=O)(=O)c2ccc(Cl)cc2)c(Cl)c1	19	3	2	4	5	-3	-7	-3	-3	-31
S=C(NCCSCc1ccccc1Cl)Nc1ccccc1	0	1	3	2	8	2	-11	4	6	-32
CCN1CCN(S(=O)(=O)c2ccc(Br)s2)CC1	2	0	-1	2	1	-1	-3	-5	-1	-1
CC(NC(=O)c1noc2c1CCCCC2)c1ccccc1 (stereo not given)	-1	1	-5	6	2	-9	-3	5	-4	-3
O=C(O)c1ccc(-c2ccccc2C(F)(F)F)o1	0	-1	6	0	-2	5	-1	-3	2	6
O=C1OC/C(=C(/O)c2ccc(Cl)cc2)C1=O	2	3	7	6	2	10	5	3	5	1
O=c1[nH]c(CN2CCN(c3ccccc3O)CC2)nc2ccccc12	3	1	-1	-2	-3	0	1	-6	14	2
Oc1ccc2c(c1)c1ccccc1c1ncccc21	9	-3	11	-1	3	4	-19	4	-5	-36
COc1cccc(CN2CCN(C(=O)C3CCC(=O)N(C4CCCC4)C3)CC2)c1 (stereo not given)	-1	4	-2	4	-4	-2	9	2	2	1
O=C(COC(=O)Cc1c(F)cccc1Cl)NC(=O)Nc1ccccc1F	-2	-1	-2	-5	-4	-5	-4	-6	-4	11
COc1ccccc1C(=O)Nc1ccc(N2CCCCC2)cc1	-5	0	2	0	-4	-1	-1	-4	-11	-2
Cn1cccc1CC(=O)NNC(=S)Nc1ccc(F)cc1	9	-4	-1	4	-1	6	9	0	1	7
CS(=O)(=O)Nc1ccc2c(c1)[C@H]1C[C@H](CC(=O)NCc3ccccc3)O[C@H](CO)[C@H]1O2	4	-1	2	3	1	3	0	-1	2	1
CN(C)c1nc(-c2cccnc2)nc(-c2ccc(Cl)cc2)c1C#N	0	1	3	1	2	-1	-2	15	-2	-1
COc1cc2c(cc1OC)C(c1cccc([N+](=O)[O-])c1)NC(=O)C2 (stereo not given)	-3	10	.	-5	-2	7	0	.	2	1
CC(=O)N1CCN(c2ccc(NC(=O)C(c3ccccc3)c3ccccc3)cc2)CC1	-6	-1	-2	0	3	-1	4	5	9	11
CCCCOCCCNC(=O)c1ccc2c(c1)OCO2	-8	4	5	-3	4	2	2	-4	-3	8
CCOC(=O)N1CCN(c2nc3ccc(C(=O)c4ccccc4)cc3n3cnnc23)CC1	2	-4	4	-9	-6	-2	-4	8	-5	3
CCOC(=O)[C@H]1[C@H]2COc3ccc(C)cc3[C@@H]2N2C(=O)c3ccc(Cl)cc3NC(=O)[C@@]12C	0	0	2	-1	-5	4	1	-4	5	-4
CC1(C(=O)NC2CCCCC2)CCC(=O)N1Cc1cccnc1 (stereo not given)	3	0	-1	3	-1	-5	-2	-2	1	7
Cc1ccc(OCC(=O)Nc2ccc3c(c2)nc(CCN2CCOCC2)n3C)cc1	-2	1	-4	-1	-1	4	-3	-6	2	4
CCOC(=O)C1(CCOc2ccccc2)CCN(Cc2ccccc2O)CC1	-4	-2	-2	-1	3	-1	6	0	4	-4
CCn1c(SCC(=O)c2ccc(Cl)cc2)nnc1-c1cccs1	0	0	-5	0	2	7	-10	-2	-1	-2
Cn1c(Cn2cnc([N+](=O)[O-])n2)nnc1SCC(=O)Nc1cccc(Cl)c1	0	-3	-1	-3	2	-9	-3	-2	-5	-6
CCc1nnc(NS(=O)(=O)c2ccc(N=CC3=C(O)CC(C)(C)CC3=O)cc2)s1	18	-1	0	-3	-2	-4	1	3	-3	7
COc1ccccc1N/C(=N/S(=O)(=O)c1ccc(C)cc1)c1ccccc1	-4	2	-9	1	5	4	-3	-7	-2	-7
CC(=O)Nc1ccc(N2CCOCC2)c(Cl)c1	0	-1	-1	-1	-6	0	1	0	-1	6
COC(=O)c1ccc(C)c(NC(=O)C(CCSC)NC(=O)c2cc(OC)c(OC)c(OC)c2)c1 (stereo not given)	-3	1	2	-1	0	4	-1	0	17*	0
O=C(Nc1ccc(N2CCN(C(=O)c3cccs3)CC2)cc1)c1ccccc1F	-6	-2	-1	0	0	0	0	2	2	1
Cc1csc(=O)n1CC(=O)OCC(=O)NCc1ccccc1	-4	0	4	1	2	-3	2	1	6	-4
O=C(COC(=O)c1ccco1)Nc1cccc(S(=O)(=O)N2CCOCC2)c1	3	0	-1	4	3	-1	5	-3	-2	5
CCn1nc(C(=O)OCC(=O)N(CC(C)C)c2c(N)n(Cc3ccccc3)c(=O)[nH]c2=O)c2ccccc2c1=O	-1	-4	3	-1	-5	3	-1	1	12	0
The listing continues.
SMILES	rCAG binder	UHRF1 MBD2 ctr	NPR1 activator	PRMT1 FP inh	MBD2 DNA inh	TCR-CD3 inh	mABHD4 FP	GC-B act	SIAE primary	HTRA1 inh
CCCC(=O)Nc1ccc2oc(=O)ccc2c1	1	1	0	-2	2	2	3	6	-5	-1
Cc1noc(C)c1C(=O)OCC(=O)c1ccc[nH]1	1	-1	1	2	-1	-5	-1	-3	0	-7
Cc1ccn2c(Cc3ccccc3)c(-c3ccc(F)cc3)nc2c1	1	21*	18	5	8	-4	-7	24	8	-61
CC(=O)Nc1ccc2c(c1)C(=O)N(C)[C@H]1CC[C@H](CC(=O)NCc3ccc(F)cc3)O[C@@H]1CO2	1	4	1	0	6	.	7	-2	-2	.
COc1cc2c(cc1OC)C(C(=O)Nc1ccccn1)C(c1cccnc1)N(C)C2=O (stereo not given)	-1	-1	2	-1	-2	-2	6	-1	-3	1
CCc1nc2ccc(C(=O)NCCCn3ccnc3)cn2c1N(C)Cc1ccc(N(C)C)cc1	0	-1	2	-4	-8	0	-1	2	0	.
CCOC(=O)c1ccc2nc(NC(NC(C)=O)(C(=O)OC)C(F)(F)F)sc2c1 (stereo not given)	-3	4	-2	-1	-4	0	-2	8	-2	0
c1nc(N2CCOCC2)c2[nH]cnc2n1	0	1	7	1	3	-1	6	8	-2	-5
C=CCn1c(CNS(=O)(=O)c2ccc(Cl)cc2)n[nH]c1=S	1	-1	1	0	2	0	11	-1	-5	3
COC(=O)/C(=N\Nc1ccc(Cl)cc1)Sc1nnc(-c2ccc(OC)cc2)n1C	7	0	-1	-2	-2	3	-1	6	4	-3
CCOc1ccc(-n2c(O)c(/C=N/c3ccnn3Cc3ccncc3)c3ccccc3c2=O)cc1	4	-5	2	0	-6	7	6	5	5	-4

Reprinted at random: two entries already listed
SMILES	rCAG binder	UHRF1 MBD2 ctr	NPR1 activator	PRMT1 FP inh	MBD2 DNA inh	TCR-CD3 inh	mABHD4 FP	GC-B act	SIAE primary	HTRA1 inh
C=CCOC(=O)C1=C[C@H](C(C)(C)C)[C@@H](CCCO)[C@H](OCC)O1	-9	-3	-1	0	1	1	-3	-2	7	-4
COc1ccc(CCNC(=O)Nc2cccs2)c(OC)c1	13	1	-4	23*	7	1	-15	2	-1	-5

Part of the list above in another layout.
The line under a structure holds: rCAG binder, UHRF1 MBD2 ctr, NPR1 activator, PRMT1 FP inh, MBD2 DNA inh, TCR-CD3 inh, mABHD4 FP, GC-B act, SIAE primary, HTRA1 inh
COc1ccc(CCNC(=O)Nc2cccs2)c(OC)c1
→ 13, 1, -4, 23*, 7, 1, -15, 2, -1, -5
O=[N+]([O-])c1ccc(NCCCNS(=O)(=O)c2ccc(Cl)cc2)c(Cl)c1
→ 19, 3, 2, 4, 5, -3, -7, -3, -3, -31
S=C(NCCSCc1ccccc1Cl)Nc1ccccc1
→ 0, 1, 3, 2, 8, 2, -11, 4, 6, -32
